Screens deposited in PubChem BioAssay by several laboratories.
RmlCD inh 1536: blocks M. tuberculosis RmlC and RmlD coupled enzymes; P9WH09+P9WH11; RmlC+RmlD coupled enzyme assay, percent inhibition; primary screen in compound mixtures; inhibition, % at 3.6 µM; actives 0.03% (n = 160,000); in the data active = inhibition mostly above about 34%, no sharp cut-off; note: some results filed as inactive read as strong as hits
Target sequence (P9WH09 whole entry, looked up): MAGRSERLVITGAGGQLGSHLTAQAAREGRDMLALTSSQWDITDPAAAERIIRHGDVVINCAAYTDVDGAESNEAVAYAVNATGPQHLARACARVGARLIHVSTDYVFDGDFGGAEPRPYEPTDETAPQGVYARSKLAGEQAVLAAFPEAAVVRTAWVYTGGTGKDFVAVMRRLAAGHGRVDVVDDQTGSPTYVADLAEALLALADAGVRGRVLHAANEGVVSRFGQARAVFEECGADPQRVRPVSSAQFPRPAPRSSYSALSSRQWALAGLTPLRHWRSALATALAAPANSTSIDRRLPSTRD
Target sequence (P9WH11 whole entry, looked up): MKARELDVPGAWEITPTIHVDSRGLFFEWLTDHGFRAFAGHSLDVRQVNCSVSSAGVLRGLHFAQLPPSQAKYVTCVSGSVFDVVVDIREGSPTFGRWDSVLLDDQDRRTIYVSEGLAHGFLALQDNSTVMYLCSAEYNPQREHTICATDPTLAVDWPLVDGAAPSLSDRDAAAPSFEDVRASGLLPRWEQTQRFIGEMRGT
M. tuberculosis GlmU: inhibition of mycobacterial GlmU enzyme – biochemical, glucosamine-1-phosphate acetyltransferase (AID 1376) | M. tuberculosis GlmU acetyltransferase enzyme assay; higher % means a stronger effect | inhibition, %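 (tested at 30 µM in the primary screen)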; hits with a dose series show IC50 in µM | actives 0.25% (n = 220,000); in the data active = inhibition above about 13%;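 note: 0% = complete reaction with vehicle and 100% = reaction without substrate; strong numbers were not always called active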
* = called active by the depositor; . = not tested or not shown. Only part of the results is shown; the hit share may differ from the screen's.

SMILES	RmlCD inh 1536	M. tuberculosis GlmU
COc1ccc(C2c3ccc(O)cc3Oc3ncn(CCN4CCOCC4)c(=N)c32)cc1 (stereo not drawn)	-17	2.4%
CCn1c(=N)c(S(=O)(=O)c2ccc(F)cc2)cc2c(=O)n3ccccc3nc21	0	-1.1%
Cc1ccc(C(C)C)cc1C(=O)CC1(O)C(=O)N(C)c2ccccc21 (stereo not drawn)	.	-1.1%
COc1cc(OC)c2ccc(=O)oc2c1C(CCN1CCN(c2ccccc2)CC1)c1ccc2c(c1)OCO2 (stereo not drawn)	-8	12%
CC1CC(C)CN(C(=O)COC(=O)CCc2nc3ccccc3c(=O)[nH]2)C1 (stereo not drawn)	-3	1.9%
Cc1ccc(CNC(=O)CCC2CCCN(Cc3cccc4c3OCO4)C2)o1 (stereo not drawn)	.	-5.2%
N#C/C(=C(/O)COc1ccccc1)c1nc2ccccc2s1	7	2.0%
Clc1cccc(Cl)c1COc1ccncc1	-8	-0.1%
Cc1cccc(Nc2nnc(-c3ccc(C(=O)N4C[C@H]5C[C@H](C4)c4cccc(=O)n4C5)cc3)c3ccccc23)c1	15	0.6%
CC1=C(C(=O)Nc2ccccc2)C(c2ccccc2)N2C(=O)CSC2=N1 (stereo not drawn)	-10	2.3%
Cc1ccc(C)c(NC(=O)C(=O)NCCCN2CCOCC2)c1	9	-2.0%
CC(C)Cn1c(CN(C)Cc2ccccc2)nc2c1c(=O)n(C)c(=O)n2C	.	-0.7%
COc1ccccc1NC(=O)CC(=O)CSc1nnc(-c2ccc(C)cc2)n1C	-11	-5.7%
CCOC(=O)N1CCC2(CC1)C(C(=O)C13CC4CC(CC(C4)C1)C3)C2(C#N)C#N (stereo not drawn)	.	3.0%
CCCC(=O)Nc1ccc(Cl)c(NC(=O)c2cccc(OC)c2)c1	-12	-5.9%
CCOc1ccc(CC2c3cc(OCC)c(OCC)cc3CCN2C(=O)CN2CCN(C)CC2)cc1OCC (stereo not drawn)	5	3.4%
O=C(N/N=C/c1ccc2c(c1)OCO2)c1cc(-c2ccc(F)cc2)nc2ccccc12	-13	4.3%
CCC(CC)NC(=O)Nc1ccccc1C(F)(F)F	.	-5.7%
CN(C)CCCNc1ncnc2sc(-c3ccccc3)cc12	15	-7.2%
COc1cc(OC)c(OC)cc1CN1CCCC(C(=O)N2CCCCC2)C1 (stereo not drawn)	-7	5.0%
CC(C)CNc1nc2c(c(=O)n(C)c(=O)n2C)n1Cc1cccc(Br)c1	-13	0.9%
C(=N\n1c2ccccc2c2ccccc21)/c1ccccc1	0	3.8%
CCOc1ccc(C=O)cc1CN1CCCCC1	.	-1.4%
CCOC(=O)c1c(-c2ccccc2)csc1NC(=O)COc1ccc2c(C)cc(=O)oc2c1	6	3.1%
CC(=O)C1=C(O)C(=O)N(C2CCCCC2)C1c1ccccc1 (stereo not drawn)	0	-0.4%
CN(C)CCN1C(=O)C(O)=C(C(=O)c2cc3ccccc3o2)C1c1ccc(N(C)C)cc1 (stereo not drawn)	.	-0.6%
O=C(CSc1ccccc1C(=O)O)NC12CC3CC(CC(C3)C1)C2	6	1.0%
Cc1cc(NS(=O)(=O)c2ccc(NC(=O)NC(C)(C(F)(F)F)C(F)(F)F)cc2)no1	12	-8.6%
O=C(CCN1C(=O)/C(=C/C=C/c2ccccc2)SC1=S)Nc1nc2ccccc2s1	5	-2.1%
CCN(CC)c1ccc(C(=O)OCc2cc(=O)oc3cc(O)ccc23)cc1	-4	-6.3%
COc1cc(C=C2C(=O)c3ccccc3C2=O)ccc1O	-10	11%
CC1(C)CC(=O)C=C(Nc2ccc(S(N)(=O)=O)cc2)C1	4	-2.2%
O=C(CCNC(=O)c1ccccc1)Nc1cccnc1	.	-0.9%
CCCCCC(=O)N/N=C/c1ccco1	24	5.6%
CCOC(=O)c1cncc(C#CCO)c1	12	5.8%
CCOC(=O)c1ccc(NC(=S)NCCc2ccc(F)cc2)cc1	-15	3.4%
COc1ccc(C2(C(=O)Nc3ccc(C(=O)N4CCOCC4)cc3)CCOCC2)cc1	.	6.5%
Cc1cccc(N2CC(C)Cn3c2nc2c3c(=O)n(CC(=O)OCc3ccccc3)c(=O)n2C)c1 (stereo not drawn)	-7	0.1%
Cc1cccc(N(Cc2ccccc2)C(=O)CCl)c1	.	-0.6%
Cc1nc2ccccc2n1C(=O)c1ccc(Cl)cc1[N+](=O)[O-]	-7	-4.0%
C/C(=N\NC(=O)c1c(Br)c(C)nn1C)c1cccc(NC(=O)C2CCC2)c1	14	.
O=S(=O)(Nc1ccc(N2CCCCC2)cc1)c1cccc2cccnc12	3	1.3%
Cc1ccc(NC(=O)COC(=O)c2ccccc2Cl)cc1S(=O)(=O)N(C)C	-5	7.6%
Cc1occc1C(=O)N/N=C/c1sc(N2CCOCC2)nc1-c1ccccc1	-11	-2.8%
CSCCC(NC(=O)C1CCC(C)CC1)C(=O)NCCN1CCOCC1 (stereo not drawn)	.	-2.4%
COC(=O)CCSc1nccn1Cc1ccccc1	-60	-4.8%
CCCn1c(=O)c2c(C(F)(F)F)cc(-c3ccco3)nc2n(CCC)c1=O	-6	-1.7%
O=C(Nc1ccc2c(c1)OCCO2)c1cnc2ccccn2c1=O	.	-0.6%
Cc1sc(NC(=O)COc2ccccc2)c(C#N)c1C	-10	5.1%
Cc1sc(N)c(C#N)c1C	6	-6.4%
O=C1CC(c2ccccc2)n2nc(NS(=O)(=O)c3ccccc3)nc2N1 (stereo not drawn)	.	1.2%
COc1ccc2c(COC(=O)CNC(=O)C34CC5CC(CC(C5)C3)C4)cc(=O)oc2c1	3	-0.2%
CN(C(=O)c1ccc2c(=O)n3c(nc2c1)CCCCC3)c1ccccc1	-12	-2.0%
COc1ccccc1-n1c(SCC(=O)N2CCCCC2)nnc1-c1ccccc1O	45	1.1%
CC(=O)NCC(=O)N(c1ccccc1)C1(C(=O)NC2CCCCC2)CCCCC1	6	2.1%
CCOC(=O)CNC(=O)c1cnn2cccnc12	4	1.4%
Cc1cccc(NC(=S)NCc2ccncc2)c1C	8	-6.8%
O=C(O)CCCC(=O)NCCCCc1ccccc1	8	5.9%
COc1cc(/C=N/OCC(=O)Nc2cc(C)on2)ccc1OCc1ccccc1	-6	-0.1%
CCC(C)(C)NC(=O)C(c1cccn1C)N(C(=O)Cn1nnc2ccccc21)c1ccc(F)cc1 (stereo not drawn)	13	1.7%

Additional entries.
SMILES	RmlCD inh 1536	M. tuberculosis GlmU
CC(C)(C)C(=O)Nc1ccc(N2CCN(S(C)(=O)=O)CC2)cc1	3	-2.6%
O=C(Cn1c(-c2ccc(Cl)cc2)noc1=O)N1CCN(c2ccccc2F)CC1	3	2.2%
COC(=O)CSc1nc(C(C)C)nc2ccccc12	.	-1.1%
COc1ccccc1Nc1nc(N2CCCC2)nc(N2CCOCC2)n1	.	1.2%
CN(C)c1ccc(C(=O)n2nnc3ccccc32)cc1	5	4.1%
CCOC(=O)C(=CNc1ccc(C(O)(C(=O)OCC)C(F)(F)F)cc1C)C(=O)OCC (stereo not drawn)	3	0.2%
CCc1ccc(-c2nc(CN3CCCC(C(=O)NCCc4ccc(OC)c(OC)c4)C3)c(C)o2)cc1 (stereo not drawn)	9	-3.5%
O=C(NCc1ccncc1)NC1CCCCC1	5	-3.3%
CCC(C)(C(=O)NC1CCCC1)N(C)C(=O)Cc1c[nH]c2ccccc12 (stereo not drawn)	20	1.2%
COC(=O)CCCCC1SCC(NC(=O)OC)C1NC(=O)OC (stereo not drawn)	-5	-2.0%
COc1ccccc1CNC(=O)C1CCN(S(C)(=O)=O)CC1	.	2.7%
COc1cccc(C(=O)N(Cc2ccco2)Cc2cc3cccc(C)c3[nH]c2=O)c1	15	-0.9%
Cc1cccc(NC(=O)C2CCCN(C(=O)Nc3ccccc3)C2)c1C (stereo not drawn)	.	-1.4%
O=C(COc1ccc2ccccc2c1Br)NCc1ccccn1	-10	7.9%
CC(NC(=O)C1CCCN(C(=O)N(C)C)C1)c1ccccc1 (stereo not drawn)	.	-0.1%
O=C(Cn1cc(/C=N/NC(=O)c2ccccc2Br)c2ccccc21)Nc1ccc(F)cc1	-12	2.6%
O=C(CSc1nnnn1-c1ccc(F)cc1)NCc1cccs1	10	-2.4%
CCCCNC(=O)C1c2cc(OC)c(OC)cc2C(=O)N(C)C1c1ccc(OC)cc1 (stereo not drawn)	1	4.2%
CN(C)c1nc(OCC(=O)NC(C)(C)C)nc(N(C)C)n1	.	0.0%
CC([NH2+][O-])C(C)(C)NO (stereo not drawn)	0	2.5%
O=C(NCC1CCCO1)C1CCCN1C(=O)Nc1ccc(Cl)cc1 (stereo not drawn)	4	-2.6%
COc1ccc(NC(=O)CSc2nnc(-c3ccccn3)n2N)cc1	-9	2.4%
CCOc1cc(-c2cc(-c3ccccc3)nc(N)c2C#N)ccc1O	6	0.9%
O=C(COC(=O)c1cnc(Cl)c(Cl)c1)NCc1ccco1	-9	-1.2%
COc1ccc(-n2cc(CNCc3cnc4ccccn34)c(-c3cccc(F)c3)n2)cc1	4	-2.6%
CC(=O)Nc1ccc(N2C(=O)CC(Sc3nc4ccccc4s3)C2=O)cc1 (stereo not drawn)	0	-2.0%
CCn1c(C)nc2cc(C(=O)NNC(=O)Nc3ccc(Cl)c(Cl)c3)ccc21	.	-0.8%
COc1ccc(CCNC(=S)NCCc2c[nH]c3ccccc23)cc1	7	-0.6%
Cc1ccc(N(C(=O)Cn2nnc(-c3ccc(F)cc3)n2)C(CC(C)C)C(=O)NCC2CCCO2)cc1 (stereo not drawn)	.	-2.9%
O=C(Cn1nnc(-c2cccc(C(F)(F)F)c2)n1)NC1CCCC1	.	-2.3%

Given field by field: 4 of the compounds above.
> CCCCNC(=O)C1c2cc(OC)c(OC)cc2C(=O)N(C)C1c1ccc(OC)cc1 (stereo not drawn)
  RmlCD inh 1536: 1	M. tuberculosis GlmU: 4.2%
> CN(C)c1nc(OCC(=O)NC(C)(C)C)nc(N(C)C)n1
  RmlCD inh 1536: .	M. tuberculosis GlmU: 0.0%
> CC([NH2+][O-])C(C)(C)NO (stereo not drawn)
  RmlCD inh 1536: 0	M. tuberculosis GlmU: 2.5%
> O=C(NCC1CCCO1)C1CCCN1C(=O)Nc1ccc(Cl)cc1 (stereo not drawn)
  RmlCD inh 1536: 4	M. tuberculosis GlmU: -2.6%

(list continues)
SMILES	RmlCD inh 1536	M. tuberculosis GlmU
NC(=O)c1ccsc1NC(=O)c1ccc(S(=O)(=O)N2CCCCC2)cc1	-5	-4.1%
O=C(Nc1c(Cl)cccc1Cl)C1CCC1	5	-3.3%
COc1cc2c(cc1OC)C(C)=NC1(CCCCC1)C2	-9	-2.6%
Cn1ccnc1C1CCCCN1Cc1nc(-c2ccc3c(c2)OCO3)no1 (stereo not drawn)	.	-4.6%
CN(CC(=O)Nc1ccc(F)cc1)C(=O)COc1ccc([N+](=O)[O-])cc1Cl	4	-2.4%
CC(C)(C)NS(=O)(=O)c1ccc2nc(NC(=O)Cc3cccs3)sc2c1	13	-2.0%
Cc1nnc(-c2ccccc2)c[n+]1[O-]	-8	-3.2%
COc1cc(-c2nnc(-c3ccc(S(=O)(=O)c4ccccc4)cc3)o2)cc(OC)c1OC	.	-2.0%
Cc1cc(C)n2nc(C(=O)Nc3ccc(S(=O)(=O)N4CCCCC4)cc3)nc2n1	.	0.4%
CC(C)(C)NC(=O)NC(=O)COC(=O)c1cccc(NS(=O)(=O)c2ccc(F)c(F)c2)c1	-3	-1.0%
O=C(Cn1cccc1)N1CCN(C(c2ccccc2)c2ccccc2)CC1	4	1.6%
Cc1ccc(Nc2nc(C)nc3c2oc2ccccc23)cc1	11	2.7%
CCOC(=O)N1CCN(C(=O)CSc2ccc3nnc(CCNC(=O)c4ccccc4)n3n2)CC1	-7	4.0%
CC(=O)c1cc2c(C)c(C(=O)c3ccccc3)oc2cc1O	2	3.1%
Cc1nc2ccccc2n1CC(O)Cn1c2ccccc2c2ccccc21 (stereo not drawn)	.	-3.0%

At a glance, part of the list above:
SMILES	RmlCD inh 1536	M. tuberculosis GlmU
CC(=O)c1cc2c(C)c(C(=O)c3ccccc3)oc2cc1O	2	3.1%
Cc1nc2ccccc2n1CC(O)Cn1c2ccccc2c2ccccc21 (stereo not drawn)	.	-3.0%

Quoted at random: three records from the list
SMILES	RmlCD inh 1536	M. tuberculosis GlmU
CCN(CC)c1ccc(C(=O)OCc2cc(=O)oc3cc(O)ccc23)cc1	-4	-6.3%
O=C(COC(=O)c1cnc(Cl)c(Cl)c1)NCc1ccco1	-9	-1.2%
CCOc1cc(-c2cc(-c3ccccc3)nc(N)c2C#N)ccc1O	6	0.9%

Going on with the list.
SMILES	RmlCD inh 1536	M. tuberculosis GlmU
CCCCC(=O)NC(=S)NNC(=O)c1ccc(Cl)cc1Cl	-10	11%
COc1ccc(C(=O)N2CCC(C(=O)Nc3ccc4c(c3)OCCO4)CC2)cc1	.	0.2%
O=C(Nc1cccc(NC(=O)C2CC2)n1)C1CC1	1	6.2%
Cc1nnc(N/N=C/c2ccco2)n1N	-7	0.5%
COc1ccccc1/C=N/NC(=O)c1ccc(Br)cc1	11	2.2%
CS(=O)(=O)NCCSCc1c(F)cccc1Cl	-20	1.7%
O=C(O)c1cccc(N2C(=O)CSC2c2c(F)cccc2Cl)c1 (stereo not drawn)	-9	-2.2%
O=C(Nc1ccc(Cl)cn1)C1COc2ccccc2O1 (stereo not drawn)	8	7.7%

A few values from the list.
`CN(C(=O)c1ccc2c(=O)n3c(nc2c1)CCCCC3)c1ccccc1` @ M. tuberculosis GlmU: -2.0%
`COc1ccc2c(COC(=O)CNC(=O)C34CC5CC(CC(C5)C3)C4)cc(=O)oc2c1` @ M. tuberculosis GlmU: -0.2%
`Cc1cccc(NC(=O)C2CCCN(C(=O)Nc3ccccc3)C2)c1C` (stereo not drawn) @ M. tuberculosis GlmU: -1.4%
`CC1(C)CC(=O)C=C(Nc2ccc(S(N)(=O)=O)cc2)C1` @ RmlCD inh 1536: 4
`CC1CC(C)CN(C(=O)COC(=O)CCc2nc3ccccc3c(=O)[nH]2)C1` (stereo not drawn) @ M. tuberculosis GlmU: 1.9%
